UDG counterscr – Primary qHTS assay for inhibitors of Activation Induced Cytidine Deaminase (AID): UDG Counterscreen signal | Uracil-DNA glycosylase | FRET deamination/UDG coupled assay, UDG read, 4 h | Potency, µM (top dose mostly 115 µM), for the others: top-dose activity change, negative = inhibition, actives largely listed as inhibitors | 91,000 tested, 0.14% active | AID 1347430, 2020; note: nearly all actives have a fitted effect of over 65% in size
AID inh – Primary qHTS assay for inhibitors of Activation Induced Cytidine Deaminase (AID): AID signal; Potency, µM (top dose mostly 115 µM), for inactives: at the top dose activity change, negative = inhibition, usual class: inhibitors; 91,000 tested, 0.32% active; Single-stranded DNA cytosine deaminase (Homo sapiens), Q9GZX7; AID deamination FRET fluorescence, UDG-coupled, 4 h; note: nearly all actives have a fitted effect of over 25% in size
Target sequence (Q9GZX7 whole entry, looked up): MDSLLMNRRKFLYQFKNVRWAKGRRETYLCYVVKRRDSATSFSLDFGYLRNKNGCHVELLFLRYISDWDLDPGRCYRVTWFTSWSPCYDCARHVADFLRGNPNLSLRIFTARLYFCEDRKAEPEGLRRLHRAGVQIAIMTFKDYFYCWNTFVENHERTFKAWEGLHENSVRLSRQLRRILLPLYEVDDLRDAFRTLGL
* hit, by the source's call; ? = inconclusive; & = joins results of further samples; [ ] = remark or other dose. Calls come from the whole dose curve; as a rule, active = well fitted curve in the direction sought with a large enough effect; inconclusive = small, poorly fitted or top-dose-only effect, or another doubt; inactive = no such curve, though single readings can be large; an effect the other way counts as inactive or inconclusive. % is set by controls: 0 for no effect and ±100 for the full control effect; potency is the fitted concentration of half-maximal effect. Some of the compounds tested; count on the stated rates, not on these rows.

| Compound | UDG counterscr | AID inh |
| --- | --- | --- |
| COc1ccc(N2CC(NC(=O)C3CCCC3)CC2=O)cc1OC (stereo not drawn) | 0% | -4% |
| O=C(COc1ccccc1-c1noc(-c2cccc(Cl)c2)n1)N1CCCCCC1 | -14% | ? |
| Cc1nc2ccc(C(=O)NCc3ccccn3)cc2nc1C | 5% | 7% |
| COc1ccc(S(=O)(=O)Nc2cccc(-c3ccc(N4CCCCC4)nn3)c2)cc1F | 9% | -22% |
| Cc1ccc(NC(=O)CSc2nncn3c2cc2sccc23)cc1F | -1% | -9% |
| CN(C(=O)c1ccccc1Br)C(C)(C)C | 3% | -4% |
| N#Cc1nc(-c2ccccc2)oc1N1CCN(C(=O)c2ccccc2F)CC1 | 40%[activator] | -24% |
| COc1ccc(OCC(=O)Nc2ccc(-c3nc4cc(C)cc(C)c4o3)cc2)cc1 | -15%[57.5 µM] | -4%[57.5 µM] |
| O=c1c2sc3ccccc3c2n(Cc2cccc(C(F)(F)F)c2)c(=O)n1Cc1ccccc1 | 9% | 4% |
| Cc1ccnc2nc(C(=O)OCC(=O)c3c[nH]c4ccccc34)nn12 | 3% | -8% |
| COc1ccc(NC(=O)C(NC(=O)/C=C\c2ccc3c(c2)OCO3)c2ccc(OC)cc2)cc1 (stereo not drawn) | -10% | -6% |
| COc1ccc(-c2nc(C)c(CCNC(=O)C(=O)Nc3cc(C)cc(C)c3)s2)cc1OC | 3% | -9% |
| CN(Cc1ccsc1)C(=O)CCc1ccccc1 | 9% | 5% |
| N#Cc1ccc(C(=O)N2CCN(c3nc4ccc(F)cc4s3)CC2)cc1 | -4% | 7% |
| NC(=O)c1ccc(CNC(=O)c2ccccc2Nc2ccccc2)cc1 | -6% | -3% |
| Cc1cccc(C)c1NC(=O)CNC(=O)Cc1nc(-c2ccccc2)oc1C | -13% | -5% |
| Cc1ccccc1NC(=O)c1sc2nc(N3CCOCC3)c3c(c2c1N)CC(C)(C)OC3 | -8% | -14% |
| CC1CCN(Cc2ccc(C(=O)O)cc2)CC1 | 3% | 4% |
| CNC(=O)NC(=O)COC(=O)c1ccc2c(=O)n3c(nc2c1)CCCCCC3 | -7% | -9% |
| COC(=O)CNc1ccccc1 | -10% | 18% |
| Cc1nc2n(c(=O)c1C)CN(Cc1cccnc1)CN2c1ccc(Cl)cc1Cl | 1% | -4% |
| CC(C)(C)OC(=O)NCCC(=O)NC1CCCC1 | -10% | -2% |
| CCc1ccc(-c2nc3cc(NC(=O)c4ccc(C)c(C)c4)ccc3o2)cc1 | -2% | 3% |
| Cc1cccc(C)c1NC(=O)COC(=O)CSc1ccc2ccccc2c1 | 2% | 1% |
| COc1cc2oc(=O)c(CC(=O)NCCCN(C)C)c(C)c2cc1Cl | 0% | 1% |

Ordered by length of the SMILES (ascending): some entries from above.
| Compound | UDG counterscr | AID inh |
| --- | --- | --- |
| CN(C(=O)c1ccccc1Br)C(C)(C)C | 3% | -4% |
| COc1ccc(N2CC(NC(=O)C3CCCC3)CC2=O)cc1OC (stereo not drawn) | 0% | -4% |
| Cc1cccc(C)c1NC(=O)CNC(=O)Cc1nc(-c2ccccc2)oc1C | -13% | -5% |
| COc1ccc(NC(=O)C(NC(=O)/C=C\c2ccc3c(c2)OCO3)c2ccc(OC)cc2)cc1 (stereo not drawn) | -10% | -6% |

Next section.
| Compound | UDG counterscr | AID inh |
| --- | --- | --- |
| Cc1ccc(S(=O)(=O)c2c(Nc3cc(C)ccc3C)sc(C(=O)c3ccc4c(c3)OCO4)c2N)cc1 | 7% | 23% |
| Cc1ccc(S(=O)(=O)c2[nH]c(-c3ccccc3)nc2SCC(=O)O)cc1 | -7% | -21% |
| Cc1ccc(CS(=O)Cc2cccc(F)c2)cc1 (stereo not drawn) | -4% | -6% |
| Cc1cc(OC(C)C(=O)Nc2cccc(-c3nc4ccccc4o3)c2)cc(C)c1Cl (stereo not drawn) | -9% | 72%[activator] |
| CC(Sc1cccc2cccnc12)C(=O)NC(=O)NC1CC1 (stereo not drawn) | 1% | -9% |
| Cc1ccc(C)c(NC(=O)C2CCCN(S(=O)(=O)c3ccc4[nH]c(=O)ccc4c3)C2)c1 (stereo not drawn) | 7% | 5% |
| O=C(CCNS(=O)(=O)c1ccc(F)cc1)N1CCN(c2ncccn2)CC1 | -5% | -3% |
| Cc1cc(C)c(NC(=O)CSc2nnc3[nH]c(=O)cc(-c4ccccc4)n23)c(C)c1 | 11% | -15% |
| COCCn1c(-n2nc(C)cc2C)nc2c1c(=O)n(Cc1ccccc1Cl)c(=O)n2C | 3% | -5% |
| CCCN(CCC)c1cc(C)nc2nc(-c3ccc(C(C)(C)C)cc3)nn12 | -19% | 4% |
| Cc1ccc(Cl)cc1NS(=O)(=O)c1cc2c3c(c1)CC(=O)N3CCC2 | ? | -19% |
| COc1ccc(OC)c(NC(=O)Cn2ccc3cc(Cl)ccc32)c1 | -15% | 2% |
| COc1ccc(NC(=O)c2nnn(CC(=O)Nc3ccc(C)c(C)c3)c2N)cc1OC | -9% | 12% |
| O=C(CN1CCN(c2ccccn2)CC1)N1N=C(c2cc3ccccc3o2)CC1c1ccco1 (stereo not drawn) | -3% | 0% |
| COc1ccc(-c2cc(C(=O)Oc3ccc(C)cc3)c3cc(C)ccc3n2)cc1 | -7%[57.5 µM] | ? |
| O=C(NCC(c1ccc2c(c1)OCO2)N1CCN(c2ccccc2)CC1)C(=O)Nc1ccc(F)cc1 (stereo not drawn) | 5% | 8% |
| Cc1ccc(NC(=O)CSc2ncc3c(n2)-c2ccc(Cl)cc2N(C)S3(=O)=O)cc1F | 0% | 49%[activator] |
| CCOc1ccc(C(=O)Nc2cccc(-c3nc4cccnc4s3)c2)cc1 | 13% | 7% |
| CCOc1ccccc1N(C)C(=O)c1cc(S(=O)(=O)NCCc2ccc(Cl)cc2)ccc1F | 0% | 3% |
| COc1cc(OC)cc(C(=O)Nc2ccc(-c3nc4ccccc4s3)cc2C)c1 | 5% | -17% |
| Cc1cc(N2CCN(C)CC2)nc2ccc(NC(=O)Nc3ccc(F)cc3)cc12 | 22% | 4% |
| CCc1cc(C(=O)OC)c(N)s1 | 11% | 14% |
| O=C(c1ccc2c(c1)N(Cc1ccc(Cl)cc1)C(=O)c1ccccc1S2(=O)=O)N1CCC(Cc2ccccc2)CC1 | -19% | -22% |
| Cc1oc(-c2cccc(Cl)c2)nc1CN1CCCC(C(=O)NCc2ccc(Cl)cc2)C1 (stereo not drawn) | ? | -21% |
| CCN1CCN(c2cc(C)c3cc(NC(=O)c4cccc(Cl)c4)ccc3n2)CC1 | -2% | 2% |
| N[n+]1cccc2ccccc21 | 1µM* | 199%[activator] |
| O=C(O)c1cc(-c2ccccn2)nc2ccc(Br)cc12 | -5%&5% | -1%&2% |
| Cc1ccc(SCc2ccc(C(=O)Nc3cc(C)ccc3C)cc2)cc1 | -15% | -3% |
| COc1ccc2cc(CCNS(=O)(=O)c3ccc(C)cc3)c(=O)[nH]c2c1 | 10% | 8% |
| CCc1nnc(SCC(=O)Nc2ccccc2OC)c2cc3sccc3n12 | 2% | -8% |
| CCOc1cc2[nH]c(=O)n(CCCCC(=O)N3CCN(c4ccccc4OC)CC3)c(=O)c2cc1OCC | 2% | -16% |
| COc1ccc(C2=NN(CC(=O)NCc3ccccc3Cl)C(=O)CC2)cc1 | -6%[57.5 µM] | -11% |
| Cc1ccccc1CN1C(=O)c2ccccc2Sc2ccc(C(=O)NC3CCCC3)cc21 | 1%[57.5 µM] | 4% |
| COc1ccc(Br)cc1CNC(=O)CCCn1c(=O)c2cccn2c2cccnc21 | 3% | -18% |
| CCN1C(=O)C2(c3ccccc31)c1c(oc3ccc(F)cc3c1=O)C(=O)N2CCCOC (stereo not drawn) | 2% | 4% |
| CCCN(C(=O)c1ccc2c(=O)n3c(nc2c1)CCCCC3)c1cccc(Cl)c1 | -8% | -17% |
| N#Cc1ccc(CNCCN2CCCC2)cc1 | 0% | 2% |
| c1ccc2sc(C34CC5CC(CC(C5)C3)C4)nc2c1 | -9% | -8% |
| COc1ccc(-c2nc(CS(=O)(=O)CC(=O)NCCCN3CCN(C)CC3)c(C)o2)cc1 | -6% | 6% |
| O=C(Nc1ccc(OC2CCCC2)cc1)c1cccnc1 | -1% | -3% |
| O=C(O)CNS(=O)(=O)c1ccc(C(=O)/C=C/c2ccccc2Cl)cc1 | 5% | -10% |
| CC(=O)NCCc1ccc(C(=O)COC(=O)c2ccc(C)c(O)c2)s1 | -10% | 29% |
| Cc1ccc2nc(-c3ccc(Cl)s3)c(Nc3ccc4c(c3)OCCO4)n2c1 | -4% | 25% |
| CC(C)(C)c1ccc(C2=NC(C)(C)N(CC(=O)Nc3ccc(F)c(F)c3)C2=O)cc1 | -4% | 6% |
| CCCCc1c(C)[nH]c2ccccc2c1=O | 1% | 1% |
| CCN(CC)C(=O)c1sc(NC(=O)c2nc3ncccn3n2)c(C(=O)OC)c1C | -16%[57.5 µM] | 49%[activator][57.5 µM] |
| Cc1ccc(C(=O)NC(C2CC2)C2CC2)cc1 | 1% | -7% |
| Oc1ccccc1OCCOCCOc1ccccc1O | 2% | 2% |
| COc1ccc(NC(=O)CSc2nc3c([nH]c4ccccc43)c(=O)n2C)cc1 | -8%[57.5 µM] | -24% |
| Cc1nc2nc(SCC(=O)NCc3ccccc3)nn2c(C)c1Cc1ccccc1 | -4% | -18% |

Further results
| Compound | UDG counterscr | AID inh |
| --- | --- | --- |
| CCOc1ccccc1NC(=O)CN(C)S(=O)(=O)c1ccc2nc(C)sc2c1 | -10% | -13% |
| CCN(CC)C(=O)C1CCN(c2cc(C)nc3c(-c4ccc(OC)c(OC)c4)c(C)nn23)CC1 | 4% | 8% |
| C=CCN(Cc1ccccc1)C(=O)Nc1ccc(C(=O)NCC)cc1 | 0% | 1% |
| Cc1ccc(C(=O)C(Cl)c2ccc(C)cc2)cc1 (stereo not drawn) | 1% | 8% |
| CC1CCc2sc(C(=O)OCC(=O)NCCC3=CCCCC3)cc2C1 (stereo not drawn) | 2% | -5% |
| CC12CC3CC(C)(C1)CC(NC(=O)c1cccc4c(Br)cccc14)(C3)C2 | 2% | -9% |
| O=[N+]([O-])c1ccc(O)c2cccnc12 | 4% | 32%[activator] |
| COc1ccc(C(CNC(=O)Cc2ccc(Cl)cc2)N2CCOCC2)cc1 (stereo not drawn) | 5% | 6% |
| COc1ccccc1NC(=O)CSc1ncc2c(n1)-c1ccccc1N(Cc1ccccc1C)S2(=O)=O | -1% | 276%[activator] |
| CC(C)C1NC(=O)N(Cc2coc(-c3cccc(F)c3)n2)C1=O (stereo not drawn) | 2% | -12% |
| COc1ccc(NC(c2nnc(-c3ccccc3)o2)c2ccccc2F)cc1Cl (stereo not drawn) | ? | ? |
| Cc1ccsc1CNCC1CCCO1 (stereo not drawn) | 0% | 3% |
| Cc1ccc(C)c(NC(=O)Cn2cc(S(=O)(=O)NC(C)C)c(S(=O)(=O)NC(C)C)c2)c1 | 1%[57.5 µM] | -3%[57.5 µM] |
| Cn1nc(C(=O)NC2CCCCCC2)c(Cl)c1C(F)(F)F | -1% | 0% |
| COc1ccc(-n2c(=O)c3ccccc3n(CC(=O)Nc3ccccc3OC)c2=O)cc1 | 10% | 30%[activator] |
| Cc1ccc(O)c(-c2n[nH]c3c2C(c2ccccc2F)N(Cc2ccco2)C3=O)c1 (stereo not drawn) | -1% | -9% |
| CCS(=O)(=O)N1CCc2cc(C(=O)Nc3cccc(NC(C)=O)c3)ccc21 | 68%[activator] | 23% |
| COc1ccc(NC(=O)c2c(C)oc3ccc(O)c(CN4CCCCCC4)c23)cc1 | -1% | -4% |
| O=C(c1ccc(C#Cc2ccccc2)cc1)N1CCN(C/C=C/c2ccccc2)CC1 | -2% | 9% |
| O=C(Nc1ccc(C(=O)OCc2cc(=O)n3ccsc3n2)cc1)c1cccc(F)c1 | 0% | -8% |
| O=C(/C=C/c1ccc(Cl)cc1)N1CCC(c2nc3ccccc3o2)CC1 | 3%[57.5 µM] | 11% |
| COC(=O)CCN(C)Cc1sccc1C | 12% | 7% |
| O=C(CN(c1cccc(Br)c1)S(=O)(=O)c1ccccc1)N1CCc2ccccc2C1 | ? | -18% |
| O=C(Nc1ccccc1C(F)(F)F)c1c(Cl)cccc1Cl | -3% | -7% |
| COc1ccc(/C(=N/OC(=O)c2ccccc2Cl)c2nccc3cc(OC)c(OC)cc23)cc1OC | 8% | 65%[activator] |
| CCOC(=O)c1cnc2cc(C(F)(F)F)ccc2c1Nc1cc(C)ccc1OC | -7%[57.5 µM] | -4%[57.5 µM] |
| CCOC(=O)c1cc(OC(=O)c2ccc(C)cc2)n(-c2ccccc2)n1 | 6% | 175%[activator] |
| CCOc1ccccc1CNC(=O)CCn1ccc2cc(S(=O)(=O)N3CCCCC3)ccc21 | -19% | ? |
| CCN(Cc1cccc(F)c1)C(=O)Cn1nnn(-c2cccs2)c1=O | 4% | -1% |
| CCN(C(=O)c1cccs1)c1nc(-c2ccc(C)cc2)cs1 | -1% | -5% |
| CCCCCCCOc1ccc(C(=O)c2ccccc2)cc1 | 3% | -12% |
| Cc1ccc(C2CCCN2C(=O)c2cc(C)on2)cc1 (stereo not drawn) | 0% | 0% |
| CC1CCN(c2ccc(-c3cccc(NS(=O)(=O)c4ccc(F)cc4F)c3)nn2)CC1 | 42%[activator] | -23% |
| COCc1nc2ccccc2n1Cc1cccc(C)c1 | -3%[57.5 µM] | -14% |
| CCOc1ccccc1N(C)C(=O)c1cc2c(s1)-c1ccccc1OC2 | -10% | -29% |
| Cc1nn(-c2ccc3nnc(C)n3n2)c2c1C(c1ccccc1Cl)CC(=O)N2 (stereo not drawn) | -3% | ? |
| Cc1[nH]c2ccccc2c1C(=O)C(C)OC(=O)c1cccc(F)c1 (stereo not drawn) | -3% | -7% |
| COc1ccc(C(=O)O)cc1Br | -8% | -2% |
